High-throughput results deposited in PubChem by School of Medicine, Indiana University.
FECH inh: inhibitors of human ferrochelatase, primary screen, biochemical, purified FECH, Ni-mesoporphyrin absorbance; Ferrochelatase, mitochondrial (Homo sapiens), P22830; Ni-mesoporphyrin absorbance 550 nm; calls only at 10 µM (by protocol); actives 3.3% (n = 20,000); AID 1671448, 2021;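 active means enzyme reaction rate more than 3 SD below the solvent-only control wells on the same plate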;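 further: lower slope than DMSO wells means FECH inhibition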
Target sequence (P22830 whole entry, looked up): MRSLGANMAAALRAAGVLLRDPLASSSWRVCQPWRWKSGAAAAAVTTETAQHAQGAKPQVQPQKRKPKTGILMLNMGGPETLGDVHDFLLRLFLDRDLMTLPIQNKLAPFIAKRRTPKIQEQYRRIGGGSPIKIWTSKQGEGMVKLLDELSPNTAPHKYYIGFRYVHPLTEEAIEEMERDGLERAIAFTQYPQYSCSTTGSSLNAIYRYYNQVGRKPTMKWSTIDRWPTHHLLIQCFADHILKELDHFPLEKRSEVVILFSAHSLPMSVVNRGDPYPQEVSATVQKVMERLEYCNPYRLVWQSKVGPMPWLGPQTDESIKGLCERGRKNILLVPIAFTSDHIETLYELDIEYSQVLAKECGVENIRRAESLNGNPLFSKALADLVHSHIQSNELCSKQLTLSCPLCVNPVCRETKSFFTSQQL
Calls only; i = inactive; + = active, no number. Only part of the results is shown. The share of hits here may be higher or lower than overall.

SMILES | FECH inh
CCOc1ccc(Cn2c(CNS(=O)(=O)c3ccc(Cl)cc3)nc3cccnc32)cc1 | i
Cn1ccnc1CN(CC1CCC(N)CC1)C1CC1 (stereo unspecified) | i
COc1ccc2c(c1)CC(C(=O)N(C)Cc1ccco1)CO2 (stereo unspecified) | i
NC(=O)c1csc(N2CCOC(c3ccc(F)cc3)C2)n1 (stereo unspecified) | i
Cc1cccc(CNC(=O)c2cccn2-c2nnc(N3CCCCC3)s2)c1 | i
COc1ccc(C(=O)Nc2ccc(Nc3nc(C)cc(Nc4ccccc4)n3)cc2)cc1OC | i
Cc1nc2ncnn2c(Sc2ccc(NC(=O)Nc3ccc(Br)cc3F)cc2)c1C | i
CC(=O)N(CC1=CCCN(Cc2c[nH]c(=O)[nH]c2=O)C1)C(C)C | i
COCCn1ccnc1CN1CCc2[nH]cnc2C1c1ccccn1 (stereo unspecified) | i
CC1CCN(C(=O)COc2ccc(-c3nccn3C(C)C)cc2)CC1 | i
CCCc1cc(Sc2ccc(NC(=O)c3ccc(C)cc3)cc2)n2ncnc2n1 | i
O=C(O)c1ccccc1CN1CCCCC1CCc1ccc(O)cc1 (stereo unspecified) | i
CCC(=O)Nc1ccccc1-c1nnc(SCC(=O)Nc2ccc(Cl)cc2)[nH]c1=O | i
CCc1cn[nH]c1C1CCN(C(=O)c2cc(C)n3nc(C)cc3n2)CC1 | i
CC1(C(=O)NC2CCCCC2)Cc2ccccc2C(=O)N1C1CCCCC1 (stereo unspecified) | i
CCCCC(=O)Nc1cccc(OCc2cc(=O)n3cc(C)ccc3n2)c1 | i
CC(CN(C)c1nc(C2CCCC2)nc2c1CNC2)N1CCOCC1 (stereo unspecified) | i
Cc1nc2nc(-c3ccccc3)nn2c(Sc2ccccc2NC(=O)Nc2cccc(F)c2)c1C | i
O=C(Nc1ccccc1)c1cc2n(n1)CCCN(C(=O)c1cc3ncccn3n1)C2 | i
COc1cccc(S(=O)(=O)NCc2nc3cccnc3n2C)c1 | i
CN(CCCNC(=O)C1CCCN1c1nnc(N2CCCC2=O)s1)c1ccccc1 (stereo unspecified) | i
Cc1cccc(C(=O)N(Cc2nc3nc(C)c(Cl)c(C)n3n2)c2ccccc2)c1 | i
Cn1c(=O)n(CCN2CCOCC2)c(=O)c2cnc(-c3cccnc3)nc21 | i
Cc1ccccc1Nc1nc(NCc2ccccc2)nc2c1cnn2-c1ccccc1 | i
CC1(C(=O)NC2CCCCC2)C(=O)n2c(cc3ccccc32)C(=O)N1Cc1ccccc1 (stereo unspecified) | i
C=CCN(Cc1ccccc1Cl)C(=O)CCN(C)S(C)(=O)=O | i
Cc1cc(C)nc(NCCCn2nccc2C2CC2)n1 | i
Cc1cnccc1NCCNC1CCN(CC(C)C)CC1 | i
COCc1ccc(C(=O)N(C)Cc2ccc3ncccc3c2)o1 | i
COc1cc(NC(=O)C2CCCN2S(=O)(=O)c2ccc3c(c2)CCCC(=O)N3)cc(OC)c1 (stereo unspecified) | i
CS(=O)(=O)N1CCCc2cc(C(=O)Nc3ccc(S(N)(=O)=O)cc3)ccc21 | i
Cc1ccc(NS(=O)(=O)c2ccc3c(c2)CCN3C(=O)CCC(=O)N2CCOCC2)c(C)c1 | i
O=C(CN1c2ccc(F)cc2-c2ccccc2S1(=O)=O)NCCN1CCOCC1 | i
Cc1cccc(C(=O)N(C)Cc2ccccc2C(F)(F)F)n1 | i
CCN(Cc1nc[nH]c1C)C1CCS(=O)(=O)C1 (stereo unspecified) | i
CN1C(=O)c2ccccc2Sc2cc(-c3noc(-c4ccc5c(c4)OCO5)n3)ccc21 | i
CCC(CC)n1ncc(C)c1NC(=O)c1ccc(-c2noc(C3CC3)n2)cc1 | i
CN(C)C1CCCN(C(=O)C23C[C@H]4C[C@@H](C2)CC(n2cncn2)(C4)C3)CC1 (stereo partly specified) | i
Cc1[nH]c2c(CN3CCNC(C(=O)NC4CC4)C3)cccc2c1C (stereo unspecified) | i
Cc1cccnc1CC(C)NC(=O)c1n[nH]c(=O)c2ccccc12 (stereo unspecified) | i

A draw from above in order of length of the SMILES, rising:
SMILES | FECH inh
COCc1ccc(C(=O)N(C)Cc2ccc3ncccc3c2)o1 | i
COc1ccc2c(c1)CC(C(=O)N(C)Cc1ccco1)CO2 (stereo unspecified) | i
C=CCN(Cc1ccccc1Cl)C(=O)CCN(C)S(C)(=O)=O | i
Cn1c(=O)n(CCN2CCOCC2)c(=O)c2cnc(-c3cccnc3)nc21 | i
Cc1ccc(NS(=O)(=O)c2ccc3c(c2)CCN3C(=O)CCC(=O)N2CCOCC2)c(C)c1 | i

(more compounds)
SMILES | FECH inh
Cc1ccc(C)c(S(=O)(=O)NCc2nc3cccnc3n2C2CCCCC2)c1 | i
O=S(=O)(c1ccc(F)c(Cl)c1)N1CCN(c2cc(-c3cccc(F)c3)ncn2)CC1 | i
COc1ccc(CNc2nc3nc(CNc4ccccc4)cc(=O)n3[nH]2)cc1 | i
Cc1cccc(Nc2nc(N3CCN(c4ccc(F)cc4)CC3)nc3c2cnn3-c2ccccc2)c1 | i
CC(=O)Oc1c(C)cc(CN(C)Cc2n[nH]c3c2CCC3)cc1C | i
CCN(Cc1ccccc1Cl)C(=O)CCNC(=O)c1ccccc1F | i
CCN1C(=O)c2ccccc2Sc2cc(-c3noc(-c4ccco4)n3)ccc21 | i
OCCC1CN(c2nc(-c3ccncc3)nc3c2CCNCC3)CCO1 (stereo unspecified) | i
COc1ccc(CNC(=O)c2nc(N3CCCC3)c3oc4ccccc4c3n2)cc1 | i
CN1CCN(C(=O)c2cc3n(n2)CCN(c2cc(-n4cccn4)ncn2)C3)CC1 | i
Cc1cc(F)ccc1NC(=O)CN(C)S(=O)(=O)c1ccc(C(=O)N2CCOCC2)s1 | i
COc1ccc(OC)c(S(=O)(=O)N2CCC(n3c(-c4ccccc4)nc4cccnc43)CC2)c1 | i
Cc1nc(CN)cc(N2[C@@H]3CC[C@H]2CC(O)C3)n1 (stereo partly specified) | i
Cc1cnc(N2CCN(CC(C)C)C(CCO)C2)nc1N(C)C (stereo unspecified) | i
O=C([C@H]1CCCO1)N1CCc2nnc(CCc3ccccc3)n2CC1 | i
O=C(Nc1ccccc1)c1cc2n(n1)CCN(C(=O)c1cnoc1C1CC1)C2 | i
OCCCn1cnc(-c2ccccc2)c1-c1cc(F)c(F)cc1F | i
CCN(CCn1cccn1)Cc1cccc2c1OCO2 | i
CC1CCCCN1C1CN(CCOCc2ccccc2)C1 (stereo unspecified) | i
Cc1c[nH]c(C(=O)N2CCC(=O)N(Cc3ccc(F)cc3)C(C(C)C)C2)c1 (stereo unspecified) | i
O=C1CN(Cc2ccc(F)cc2)S(=O)(=O)c2ccccc2N1Cc1ccccc1 | i
CCOc1ccc(N2CC(NC(=O)c3ccc(OC)cc3)CC2=O)cc1 (stereo unspecified) | i
Cc1cc(-c2c(-c3ccccc3)ncn2Cc2c(C)noc2C)n[nH]1 | i
CCn1c(-c2cc(C3CC3)[nH]n2)n[nH]c1=O | +
O=C(NCc1ccccc1F)c1cccn1-c1nnc(N2CCCCC2)s1 | +
c1ccc2c(-c3cc(C4CCN(Cc5cncnc5)C4)ccn3)csc2c1 (stereo unspecified) | i
Cc1ccc(-n2c(CN3CCN(S(=O)(=O)c4ccc(C)cc4)CC3)nc3cccnc32)cc1 | i
Cc1ccsc1-c1cn(CCCN2CCCC(C(N)=O)C2)nn1 (stereo unspecified) | i
CCCc1c(C)nc2ncnn2c1Sc1ccc(NC(=O)c2ccco2)cc1 | i
Cc1ccc2oc(-c3ccc(NC(=O)CCCn4cncn4)c(C)c3)nc2c1 | i
CN(Cc1ccon1)C(=O)[C@@H]1C[C@H](NC(=O)c2ccc(Cl)cc2)CN1C | i
COc1ccc(CNc2nc3nc(CN4CCc5ccccc5C4)cc(=O)n3[nH]2)cc1 | +
O=C(C1CCCN(c2ncnc3c2nc2n3CCCCC2)C1)N1CCN(Cc2ccc3c(c2)OCO3)CC1 (stereo unspecified) | i
O=C(O)CN1C(=O)C2CCCCN2c2ccc(C(=O)N3CCCC3)cc21 (stereo unspecified) | i
COc1ccc(OC)c(NC(=O)CN2CCCN(Cc3ccc(C)cc3)S2(=O)=O)c1 | i
Cc1ccc(C)c(CN2CCCN(CC(=O)N3CCCC3)S2(=O)=O)c1 | i
CC(=O)Nc1nc2n(n1)C(c1c(F)cccc1Cl)C=C(c1ccc(C)cc1)N2 (stereo unspecified) | i
COc1ccc(-c2cc3n(n2)CCC(=O)N3Cc2ccc(C(=O)NCCN3CCCC3)cc2)cc1 | i
COC(=O)c1cc2ccsc2n1CC(=O)Nc1cc(OC)ccc1OC | i
CC(C)Nc1ccc(NS(=O)(=O)NCc2ccccc2)cn1 | i
COC(=O)C1CCN(S(=O)(=O)c2cc(N3C(=O)CCS3(=O)=O)ccc2C)CC1 | +
CCN(CC)CCNc1nc(Nc2cccc(OC)c2)c2cnn(-c3ccccc3)c2n1 | i
Cc1ccc(C)c(CN2CC(=O)N(Cc3cccc(C(F)(F)F)c3)c3ccccc3S2(=O)=O)c1 | i
Cc1ccc(N2C(=O)CCS2(=O)=O)cc1S(=O)(=O)Nc1ccccc1C(F)(F)F | i
COc1cc(NC(=O)CN2CCN(Cc3ccc(F)cc3)S2(=O)=O)cc(OC)c1 | i
O=C(Nc1nc2n(n1)C(c1ccc(Cl)cc1)C=C(c1ccccc1)N2)c1ccccc1 (stereo unspecified) | i
CC(=O)Nc1c2n(c3ccccc13)CC(C)(C(=O)NC1CCCC1)N(Cc1ccccc1)C2=O (stereo unspecified) | i
O[C@H]1CN(c2nccc(CCC(F)(F)F)n2)C[C@@H]1N1CCOCC1 | i
CS(=O)(=O)NCC(=O)N1CCCC(c2[nH]ncc2-c2ccc(F)cc2)C1 (stereo unspecified) | i
COc1cccc(C(=O)C2CCCN(C(=O)c3cccc(F)c3OC)C2)c1 (stereo unspecified) | i
CC(Oc1ccccc1-c1ccnc2c1ccn2C)C(N)=O (stereo unspecified) | i
Cc1nc(C(N)=O)c2c(n1)n(-c1ccc(C)c(C)c1)c(=O)n2Cc1ccccc1 | i
COc1ccc(CNC(=O)CCn2cnc3onc(-c4cc(F)cc(F)c4)c3c2=O)c(OC)c1 | i
O=C(NC[C@@H]1CCNC[C@H]1O)c1ccc[nH]c1=O | i
Cc1nsc(NC(=O)N2CCN(C3CCCC3)C(=O)C2)n1 | i
NS(=O)(=O)c1ccc(NC(=O)c2ccc(-c3nc(-c4ccccc4)no3)cc2)cc1 | i
CCS(=O)(=O)N1CCN(c2nc(C)cc(N(C)C)n2)CC1 | i
Cc1nc(CN(C)Cc2c(-c3ccccc3)nc3ccccn23)no1 | i
O=C(CNCC1(c2ccc(F)cc2)CCOC1)Nc1cnccn1 (stereo unspecified) | i
Cc1ccc(N2C(=O)CCS2(=O)=O)cc1S(=O)(=O)Nc1ccccc1F | i

Some of the entries above in another layout.
> CCS(=O)(=O)N1CCN(c2nc(C)cc(N(C)C)n2)CC1
  FECH inh: i
> Cc1nc(CN(C)Cc2c(-c3ccccc3)nc3ccccn23)no1
  FECH inh: i
> O=C(CNCC1(c2ccc(F)cc2)CCOC1)Nc1cnccn1 (stereo unspecified)
  FECH inh: i
> Cc1ccc(N2C(=O)CCS2(=O)=O)cc1S(=O)(=O)Nc1ccccc1F
  FECH inh: i

New compounds follow.
SMILES | FECH inh
CC(C)c1ccc(NS(=O)(=O)c2ccc3c(c2)CCN3C(=O)CCC(=O)N2CCOCC2)cc1 | i
COc1ccc(CN2CCCN(Cc3ccc(C)cc3)S2(=O)=O)cc1 | i
CC(c1nccs1)N(C)Cc1nc(-c2ccco2)no1 (stereo unspecified) | i
Cc1ccc(Nc2nc(NCCO)nc3c2cnn3-c2ccccc2)cc1C | i
COc1cc(C(=O)Nc2ccc(Nc3nc(C)cc(N(C)C)n3)cc2)cc(OC)c1OC | i
Oc1ccc(C(O)CNc2nccc(CCC(F)(F)F)n2)cc1 (stereo unspecified) | i
O=C(Nc1cc(-c2cccc(Cl)c2)no1)C1CCN(c2ncnc3c2nc2n3CCCCC2)CC1 | i
Cc1ccc(CSc2ncc(Cl)c(C(=O)Nc3ccc(S(N)(=O)=O)cc3)n2)cc1 | i
CCN(CC)C(=O)C(=O)N1CCc2nc(N(C)C)[nH]c(=O)c2CC1 | i
Cc1cccc(CN2CCN(C(=O)CC3=CCNCC3)C(C)C2=O)c1 (stereo unspecified) | i
O=C(NS(=O)(=O)c1ccc(Cl)cc1)N1CCCn2cncc2C1 | i
Cc1ccc(N2CC(NC(=O)C(=O)c3c[nH]c4ccccc34)CC2=O)cc1 (stereo unspecified) | i
Cc1ccc(C)c(NC(=O)CN2CCN(Cc3ccccc3F)S2(=O)=O)c1 | i
O=C(NC[C@@H]1CCNC[C@H]1O)C1(c2ccc(Cl)cc2)CCCCC1 | i
CCCn1ccnc1-c1c(-c2ccccc2)ncn1Cc1ccc(CO)cc1 | i
C#Cc1ccc(-c2c(-c3ccccc3)ncn2CCC(=O)OC)cc1 | i
CN1CCc2c(sc(NC(=O)C(C)(C)C)c2-c2nc3ccccc3s2)C1 | i
O=C(Nc1ccc(Cc2nc(CCc3ccccc3)n[nH]2)cc1)C1CC1 | i
CCOc1ccccc1-c1nc(CSc2nc3c(c(=O)[nH]2)CCCC3)c(C)o1 | i
CN(CCc1ccccc1)C1(C(=O)NCc2cnn(C)c2)Cc2ccccc2C1 | i
Cc1cccc(-c2ncc(CN3CCCN(C(=O)C4CCCO4)CC3)cn2)c1 (stereo unspecified) | i
COc1cccc(Nc2nc(NCC(C)C)nc3c2cnn3-c2ccccc2)c1 | i
